GLS inh: inhibitors of human glutaminase (GLS). GLS enzymatic activity, qHTS titration. Potency, µM (top dose mostly 45.5 µM), inactives show top-dose activity change, negative = inhibition, actives largely listed as inhibitors. O94925. AID 624170. 0.21% of 410,000 active
Target sequence (O94925 whole entry, looked up): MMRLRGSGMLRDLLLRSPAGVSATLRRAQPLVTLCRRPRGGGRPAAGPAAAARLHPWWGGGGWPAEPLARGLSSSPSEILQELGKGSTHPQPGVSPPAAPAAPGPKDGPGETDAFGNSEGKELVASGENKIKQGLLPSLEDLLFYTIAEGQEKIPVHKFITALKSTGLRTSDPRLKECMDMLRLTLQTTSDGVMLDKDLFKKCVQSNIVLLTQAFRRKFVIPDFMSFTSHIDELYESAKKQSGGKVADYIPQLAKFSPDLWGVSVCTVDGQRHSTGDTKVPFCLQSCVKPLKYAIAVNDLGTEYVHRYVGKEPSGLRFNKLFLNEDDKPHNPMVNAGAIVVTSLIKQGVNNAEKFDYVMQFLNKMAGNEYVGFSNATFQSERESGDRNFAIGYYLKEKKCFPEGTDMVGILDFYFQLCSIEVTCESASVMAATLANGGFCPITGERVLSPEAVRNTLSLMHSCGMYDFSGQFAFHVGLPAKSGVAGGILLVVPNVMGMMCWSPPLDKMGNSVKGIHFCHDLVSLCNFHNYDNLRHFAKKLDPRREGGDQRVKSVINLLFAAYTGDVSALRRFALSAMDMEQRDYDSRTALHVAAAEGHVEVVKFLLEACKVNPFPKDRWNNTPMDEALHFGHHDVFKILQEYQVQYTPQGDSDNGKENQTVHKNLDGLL
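Compounds were pin-transferred onto hKGA, after which L-glutamine (1 mM solution) and a detection mix of glutamate oxidase, HRP and Amplex Red were added. Initial and 30 min RT fluorescence reads were collected.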
Tb PGK inh: inhibitors of T. brucei phosphoglycerate kinase; PGK/GAPDH coupled, Kinase-Glo luminescence, 60 min; Potency, µM (titrated, usually from 57.5 µM), without a hit: top-dose activity change, negative = inhibition, usual class: inhibitors; 0.043% of 380,000 active; note: nearly all actives have a fitted effect of over 60% in size
Target sequence (P07378 whole entry, looked up): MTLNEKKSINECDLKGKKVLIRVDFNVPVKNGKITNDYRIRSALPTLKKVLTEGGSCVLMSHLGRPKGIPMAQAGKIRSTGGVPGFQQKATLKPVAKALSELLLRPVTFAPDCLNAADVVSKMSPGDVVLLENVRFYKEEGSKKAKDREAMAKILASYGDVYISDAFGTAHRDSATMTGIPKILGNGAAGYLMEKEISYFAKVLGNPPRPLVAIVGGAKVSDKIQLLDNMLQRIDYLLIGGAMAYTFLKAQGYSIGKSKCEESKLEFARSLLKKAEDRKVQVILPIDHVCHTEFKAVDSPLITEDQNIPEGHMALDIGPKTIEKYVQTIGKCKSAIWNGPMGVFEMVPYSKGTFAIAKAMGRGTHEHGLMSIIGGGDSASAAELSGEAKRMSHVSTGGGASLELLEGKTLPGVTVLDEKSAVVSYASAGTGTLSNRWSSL
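Luminescent ATP detection (Kinase-Glo Plus) follows a 60-minute room-temperature incubation, with wells lacking PGK as controls. Buffer: 100 mM TEA (pH 7.6), 5 mM MgCl2, 0.01% Tween-20. Coupling enzyme GAPDH (100 nM final) supplies unstable 1,3-BPG in-well.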
* marks the source's active call; other numbers are inactive results; i = inactive; ? = inconclusive. Calls come from the whole dose curve; as a rule, active = well fitted curve in the direction sought with a large enough effect; inconclusive = small, poorly fitted or top-dose-only effect, or another doubt; inactive = no such curve, though single readings can be large; an effect the other way counts as inactive or inconclusive. % is set by controls: 0 for no effect and ±100 for the full control effect; potency is the fitted concentration of half-maximal effect.

Results follow in this order: Tb PGK inh	GLS inh
- CCOc1ccc(S(=O)(=O)N2CCOCC2)cc1NC(=O)CCN1C(=O)NC2(CCCC2)C1=O
→ -10%	1%
- O=C(Oc1ccc[nH]c1=O)c1ccc(F)cc1
→ i	-6%
- Cc1ccc(S(=O)(=O)N2CCN(C(=O)c3ccc(-n4cncn4)c([N+](=O)[O-])c3)CC2)c(C)c1
→ i	2%
- Cc1ccc(Cc2c(-c3ccc(Br)cc3)nc3cc(C)ccn23)cc1
→ -3%	-3%
- COc1ccc(NC(=O)N(C)C[C@@H]2Oc3ncc(Br)cc3C(=O)N([C@@H](C)CO)C[C@@H]2C)cc1
→ 2%	5%
- CN1CCn2cnc(C(=O)N[C@@H](Cc3ccccc3)C(=O)OC(C)(C)C)c2C1=O
→ -1%	-2%
- COc1ccc(C2NC(=O)NC(C)=C2C(=O)OC2CCCCC2)cc1 (configuration not stated)
→ -8%	-7%
- COc1cc2c(cc1[N+](=O)[O-])-c1ccc([N+](=O)[O-])cc1C2=NNC(N)=S
→ -5%	-15%
- Cc1cc(C)c(NC(=O)C2CCN(S(C)(=O)=O)CC2)c(C)c1
→ -5%	-2%
- CCN(CC)CCOc1ccc(-c2c(C)c3c(ccc4ccccc43)oc2=O)cc1
→ -9%	0%
- COc1ccc(NC(=O)CSc2nnc3n2CCCCC3)cc1S(=O)(=O)N(C)C
→ -5%	-1%
- CC(C)N1CC2(CC(c3ccccc3C(F)(F)F)=NO2)CN1C(=O)c1ccc(C(C)(C)C)cc1 (configuration not stated)
→ -9%	-13%
- O=C(Nc1ccc2c(c1)[C@H]1C[C@@H](CC(=O)N3CCOCC3)O[C@@H](CO)[C@H]1O2)C1CCOCC1
→ -6%	1%
- Cc1ccc(N(CC(=O)N2CCCCCC2)S(C)(=O)=O)cc1
→ -6%	0%
- O=C1OC(c2ccccc2)=CC1=Cc1ccccc1O
→ -7%	12%
- C[C@H](CO)N1C[C@H](C)[C@@H](CN(C)C(=O)Nc2ccccc2)Oc2ncc(C#CC3CCCCC3)cc2C1=O
→ -8%	?
- CC(C)NC(=O)Nc1ccc2c(c1)C(=O)N([C@@H](C)CO)C[C@H](C)[C@H](CN(C)S(=O)(=O)c1ccccc1)OCCCC[C@H](C)O2
→ -1%	0%
- CCCn1c(=O)c(C(=O)Nc2ccccc2N)c(O)c2ccccc21
→ -9%	0%
- CC(=O)Nc1cccc(C(=O)NN2C(=O)NC3(CCC(C)CC3)C2=O)c1 (configuration not stated)
→ 0%	-6%
- C[C@H]1CN([C@@H](C)CO)S(=O)(=O)c2ccc(Br)cc2O[C@@H]1CN(C)C(=O)Cc1ccccc1
→ 5%	-1%
- CC(=O)Nc1ccc(Cl)cc1C(=O)c1ccc[nH]1
→ i	-1%
- O=C(Cn1cc(C(=O)C(=O)N2CCOCC2)c2ccccc21)Nc1cccc(C(F)(F)F)c1
→ -5%	-6%
- C[C@H]1CN(c2ccc(Br)cc2)C(=O)[C@@H]1CC(=O)Nc1ccccc1
→ 7%	-1%
- CCOC(=O)C1(C(=O)OCC)C(C)CC(=O)N1c1ccccc1OC (configuration not stated)
→ 3%	-3%
- CCCCN1C(=O)C(CC(=O)NCCN2CCOCC2)CC(C(=O)N2CCOCC2)=C1C (configuration not stated)
→ i	0%
- Cc1ccc(S(=O)(=O)N2C[C@H]3N(C(=O)OC(C)C)N(C(=O)OC(C)C)C[C@H](OC(=O)Nc4cccs4)[C@@]3(O)C2)cc1
→ -2%	-1%
- Cc1ccc(C(=O)NCC(=O)OCC(=O)N(CC(C)C)c2c(N)n(Cc3ccccc3)c(=O)[nH]c2=O)s1
→ -6%	-1%
- Cc1ccc(OCCC(=O)NNC(=O)c2ccncc2)cc1
→ -4%	1%
- FC(F)(F)c1nc2nc(Cl)c(Cl)nc2n1CCCN1CCOCC1
→ -1%	-3%
- O=C(CSc1ccc(F)cc1)NC(=O)c1ccccc1
→ -3%	-12%

A run of entries taken from the entries so far, for reference:
Results follow in this order: Tb PGK inh	GLS inh
- CCCn1c(=O)c(C(=O)Nc2ccccc2N)c(O)c2ccccc21
→ -9%	0%
- CC(=O)Nc1cccc(C(=O)NN2C(=O)NC3(CCC(C)CC3)C2=O)c1 (configuration not stated)
→ 0%	-6%
- C[C@H]1CN([C@@H](C)CO)S(=O)(=O)c2ccc(Br)cc2O[C@@H]1CN(C)C(=O)Cc1ccccc1
→ 5%	-1%
- CC(=O)Nc1ccc(Cl)cc1C(=O)c1ccc[nH]1
→ i	-1%
- O=C(Cn1cc(C(=O)C(=O)N2CCOCC2)c2ccccc21)Nc1cccc(C(F)(F)F)c1
→ -5%	-6%
- C[C@H]1CN(c2ccc(Br)cc2)C(=O)[C@@H]1CC(=O)Nc1ccccc1
→ 7%	-1%
- CCOC(=O)C1(C(=O)OCC)C(C)CC(=O)N1c1ccccc1OC (configuration not stated)
→ 3%	-3%
- CCCCN1C(=O)C(CC(=O)NCCN2CCOCC2)CC(C(=O)N2CCOCC2)=C1C (configuration not stated)
→ i	0%
- Cc1ccc(S(=O)(=O)N2C[C@H]3N(C(=O)OC(C)C)N(C(=O)OC(C)C)C[C@H](OC(=O)Nc4cccs4)[C@@]3(O)C2)cc1
→ -2%	-1%
- Cc1ccc(C(=O)NCC(=O)OCC(=O)N(CC(C)C)c2c(N)n(Cc3ccccc3)c(=O)[nH]c2=O)s1
→ -6%	-1%
- Cc1ccc(OCCC(=O)NNC(=O)c2ccncc2)cc1
→ -4%	1%
- FC(F)(F)c1nc2nc(Cl)c(Cl)nc2n1CCCN1CCOCC1
→ -1%	-3%
- O=C(CSc1ccc(F)cc1)NC(=O)c1ccccc1
→ -3%	-12%

More compounds
Results follow in this order: Tb PGK inh	GLS inh
- COc1ccccc1-c1ccccc1C1=CC(=O)CC(C)(C)C1=O
→ 2%	-1%
- CC1=C(C(=O)Nc2ccccc2C(=O)N2CCN(c3ccccc3)CC2)SCCO1
→ -7%	17%
- O=C(C[C@H]1C[C@@H]2c3cc(NC(=O)C4CCC4)ccc3O[C@@H]2[C@H](CO)O1)NC1CCCCC1
→ -3%	14%
- CCOC(=O)N1CCN(C(=O)c2ccc3oc(CCc4ccccc4)nc3c2)CC1
→ -11%	-1%
- COc1ccc(CN2C(=O)C(CC(=O)NCCCCc3ccccc3)CC(C(=O)N(C(C)C)C(C)C)=C2C)cc1 (configuration not stated)
→ 5%	0%
- C[C@H](CO)N1C[C@H](C)[C@H](CN(C)Cc2cncnc2)Oc2cc(Br)ccc2S1(=O)=O
→ 0%	-4%
- C[C@@H]1CN([C@@H](C)CO)C(=O)CCCn2nncc2CO[C@H]1CN(C)Cc1ccc(Oc2ccccc2)cc1
→ -6%	10%
- CCN(CC)C(=O)C1=C(C)N(Cc2ccccc2)C(=O)C(CC(=O)NC(c2ccccc2)c2ccccc2)C1 (configuration not stated)
→ 2%	9%
- CNC(=O)C1CN(C(=O)c2cccc(S(=O)(=O)N3CCc4ccccc43)c2)c2ccccc2O1 (configuration not stated)
→ -4%	-4%
- Cc1ccc(C(C)C)cc1-n1nnc(-c2cccc(Cc3ccc4ccccc4c3)c2)c1C(C)O (configuration not stated)
→ -7%	-1%
- COc1ccc(S(=O)(=O)N2CCOC2CNC(=O)C(=O)NCc2ccc3c(c2)OCO3)cc1C (configuration not stated)
→ 1%	-4%
- CC(C)COC(=O)N(C)C[C@@H]1OCc2cnnn2CCCC(=O)N([C@@H](C)CO)C[C@@H]1C
→ 10%	0%
- O=C(O)C(Cc1c[nH]c2ccccc12)NS(=O)(=O)c1ccc(F)cc1 (configuration not stated)
→ -9%	14%
- Cc1ccc(CN(C)C[C@@H]2OCc3cnnn3CCCC(=O)N([C@@H](C)CO)C[C@H]2C)cc1
→ -8%	-2%
- COc1ccc([C@H]2N[C@]3(CCCN(CC4CCCCC4)C3=O)[C@H]3C(=O)N(C)C(=O)[C@@H]23)cc1
→ -1%	-4%
- Cc1ccc(C=O)c([B-](F)(F)F)c1
→ 6%	7%
- CCN(C(=O)CN1C(=O)NC2(CCCC2)C1=O)c1nc2c(C)cccc2s1
→ 8%	-1%
- Cc1ccc(S(=O)(=O)N2C[C@H]3C(=O)C[C@@H](c4cccc(Cl)c4)N(S(=O)(=O)c4ccc(C)cc4)[C@H]3C[C@H]2c2cccc(Cl)c2)cc1
→ -4%	10%
- CCCc1c(C(=O)N/N=C/c2c[nH]c3ccccc23)nnn1-c1nonc1N
→ 4%	5%
- CN(Cc1ccccc1)N=Nc1ccccc1
→ 2%	5%
- CCN(C(=O)c1ccc(NC(=O)C2CCCCC2C(=O)O)cc1)c1ccccc1 (configuration not stated)
→ -9%	2%
- CCC/C=C/c1ccc(CN2C(C)C(=O)N(Cc3cn(CCC4OCCO4)nn3)CCS2(=O)=O)cc1 (configuration not stated)
→ 2%	0%
- CC(C)NC(=O)Nc1ccc2c(c1)C(=O)N([C@H](C)CO)C[C@H](C)[C@@H](CN(C)S(=O)(=O)c1ccccc1)OCCCC[C@@H](C)O2
→ 2%	-2%
- C[C@H]1CCCCO[C@H](CN(C)Cc2ccccc2)[C@@H](C)CN([C@@H](C)CO)C(=O)c2cc(NC(=O)CCC(F)(F)F)ccc2O1
→ -1%	22%
- C[C@@H]1CN([C@@H](C)CO)C(=O)c2cc(Br)cnc2O[C@@H]1CN(C)Cc1ccc(Oc2ccccc2)cc1
→ -6%	-2%
- CN(C)CCCN(C(=O)c1ccc(S(=O)(=O)N2CCCCCC2)cc1)c1nc2cc3c(cc2s1)OCO3
→ 8%	18%
- Cc1n[nH]c2ccc([N+](=O)[O-])cc2c1=O
→ -5%	5%
- CC(=O)c1ccc(OCc2cc(C(=O)N(C)CC3COc4ccccc4O3)no2)cc1 (configuration not stated)
→ -7%	-10%
- Cc1cn([C@H]2C[C@H](O)[C@@H](CNCc3cc(Br)ccc3OCc3ccccc3)O2)c(=O)[nH]c1=O
→ 4%	2%
- Cc1ccc(-c2ccc(CN3C(CC(C)C)C(=O)N(Cc4cn(Cc5ccco5)nn4)CCS3(=O)=O)cc2)cc1 (configuration not stated)
→ 0%	-5%
- O=C(COC(=O)c1ccccc1SCC(=O)N1CCCC1)NCc1ccc(F)cc1
→ -2%	0%
- CC#CCOCC1CN(C)C(=O)O1 (configuration not stated)
→ 0%	0%
- COc1ccc(C=C2CCC3C(CCCC34OCCO4)C2=O)cc1 (configuration not stated)
→ i	-1%
- CCCNC(=O)N(C)C[C@H]1Oc2cc(Br)ccc2S(=O)(=O)N([C@@H](C)CO)C[C@@H]1C
→ -7%	0%
- Cc1ccc([C@@H]2C[C@H]3[C@@H](CN2S(=O)(=O)c2ccc(C)cc2)C(=O)C[C@@H](c2cccc(Cl)c2)N3S(=O)(=O)c2ccc(C)cc2)cc1
→ -2%	0%
- COc1ccccc1CNC(=O)COC(=O)CCN1C(=O)C2CC=CCC2C1=O (configuration not stated)
→ -3%	2%
- O=C(Nc1nc(-c2ccc([N+](=O)[O-])cc2)cs1)C1=COCCO1
→ -3%	-4%
- CCc1cc(-c2nnn(CCC3COCCO3)c2CC)cc(CC)c1-c1cn(CCc2c[nH]c3ccccc23)nn1 (configuration not stated)
→ -3%	0%
- CCc1ccccc1OCC(=O)Nc1nnc(C2CC2)s1
→ i	0%
- O=C(O)C(Cc1ccccc1)N1C(=O)C2C3CCC(C3)C2C1=O (configuration not stated)
→ 1%	5%
- COc1ccc(OCCOC(=O)CNC(=O)c2ccc(F)cc2)cc1
→ 1%	1%
- CC1=C(C(=O)N2CCOCC2)CC(CC(=O)NCc2ccco2)C(=O)N1Cc1ccc(C(C)(C)C)cc1 (configuration not stated)
→ i	-16%
- FC(F)c1nc2nc(Cl)c(Cl)nc2[nH]1
→ -3%	1%
- COc1ccccc1CCc1nnc(CCC(=O)NCCC2CCCCO2)o1 (configuration not stated)
→ -9%	-10%
- C[C@@H]1CN([C@H](C)CO)S(=O)(=O)c2ccc(-c3ccc(C(=O)N(C)C)cc3)cc2O[C@H]1CN(C)C(=O)Cc1ccccn1
→ 6%	-1%
- O=C(COC(=O)C1CCC1)Nc1cc(S(=O)(=O)N2CCOCC2)ccc1Cl
→ 4%	2%
- C[C@H]1CN([C@@H](C)CO)C(=O)CCCn2cc(nn2)CO[C@@H]1CN(C)C(=O)Nc1ccc(N2CCCCC2)cc1
→ -6%	22%
- O=CC(=Cc1ccccc1)c1ccccc1
→ i	0%
- CCOC(=O)c1nc2ccc(C)cc2c2c1C1CC(c3c(Cl)cccc31)N2C(=O)OCc1ccccc1 (configuration not stated)
→ i	-6%
- CCCN(CC(=O)Nc1ccccc1C)C(=O)/C=C/c1ccc(OC)c(OC)c1
→ i	-2%
- C[C@H](CO)N1C[C@H](C)[C@@H](CN(C)S(=O)(=O)c2cccs2)OCc2cn(nn2)CCCC1=O
→ -2%	2%
- O=C(CC1CCCC1)NNC(=O)c1ccccc1O
→ 1%	17%
- O=C(NCCc1ccc(Cl)cc1)c1cc(S(=O)(=O)N2CCCC2)ccc1F
→ 4%	-6%
- Cc1cccc(NC(=O)CSCC(=O)Nc2ccccc2C(=O)N2CCCCC2)c1
→ -1%	0%
- C[C@H](CO)N1C[C@H](C)[C@@H](CN(C)S(=O)(=O)c2ccc(F)cc2)OCc2cnnn2CCCC1=O
→ -4%	11%

These rows are one share of the data; count on the stated rates, not on these rows.
